Screening results as filed in PubChem BioAssay.
Mm-Cpn inhibitor: blocks the Methanococcus maripaludis chaperonin Mm-Cpn | purified Mm-Cpn ATPase, ADP Transcreener TR-FRET | Potency, µM (doses to about 76.9 µM), without a hit: at the highest dose activity, negative = inhibition, hits mostly inhibitors | 330,000 tested, 0.031% active; note: potency is the fitted concentration of half-maximal effect; % is set by controls: 0 for no effect and ±100 for the full control effect; nearly all actives have a fitted effect of over 80% in size
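Eu-cryptate anti-ADP/ADP-d2 competition gives a ratio inversely related to ADP. Enzyme at 25 nM was pre-exposed to compound for 10 min, then given 10 uM ATP for 30 min, 37°C throughout.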
CCT chaperon mod: modulators of cytosolic chaperonin (CCT/TRiC) activity; purified chaperonin ATPase assay, HTRF ADP detection, 30 min; activity change, % (test concentration not listed), hits read low; 360,000 tested, 0.3% active; AID 651819; in the data active = activity change below about -30%; note: % is set by controls: 0 for no effect and ±100 for the full control effect
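TRiC at 40 or 20 nM final (batch-dependent) in 30 mM Tris pH 7.4, 100 mM KCl, 5 mM MgCl2, 1 mM DTT, with compound at single 76 uM and 10 uM ATP, 30 min at 37 deg C. ADP detected by HTRF Transcreener, 665/615 ratio.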
TGFb SMAD3 inh: blocks TGF-b signaling; 410,000 tested, 1.2% active; Potency, µM (titrated, usually from 46.1 µM), for inactives: at the top dose activity, negative = inhibition, hits mostly inhibitors; HepG2 CAGA-GFP TGF-b/SMAD3 reporter, GFP fluorescence, 18 h; TGF-beta stimulated, 500 pg/mL final; note: potency is the fitted concentration of half-maximal effect; % is set by controls: 0 for no effect and ±100 for the full control effect; nearly all actives have a fitted effect of over 65% in size
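Read-out: total well GFP (ex488/em500-530) summed from mean per-cell fluorescence. Cells: HEPG2 CAGA-GFP, 1% FBS DMEM, 18 h at 37 degrees C with 500 pg/mL final TGF-beta. Unstimulated wells served as the full-inhibition control; stimulated DMSO wells = 0%.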
A549 viability: A549 cytotoxicity, counter-screen for Nrf2 inhibitors. A549 ARE-Fluc cells, CellTiter-Fluor viability, 18-24 h. Potency, µM (doses to about 46 µM), without a hit: at the top dose activity change, negative = cytotoxicity, hits mostly inhibitors. 390,000 tested, 0.16% active. AID 504648; note: potency is the fitted concentration of half-maximal effect; % is set by controls: 0 for no effect and ±100 for the full control effect
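Cytotoxicity counterscreen: CellTiter-Fluor fluorescence was measured in A549 ARE_Fluc cells after 18-24 h of compound exposure in a concentration series. The subsequent BugLite luminescent read reports ARE-luciferase activity.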
pAkt inh: inhibitors of Akt phosphorylation. Neuro2A IGF-stimulated pAkt S473 HTRF, 20 min; stronger effect = lower value. 360,000 tested, 0.32% active. activity change, % for hits at 50 µM; in the data active = activity change below about -80%; inconclusive = mostly about -51% to -80%; note: % is set by controls: 0 for no effect and ±100 for the full control effect
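Neuro2A cells in DMEM with 0.5% FBS, overnight at 37 deg C, given compound at single 50 µM final, then IGF (6 nM final) for 20 min at 37 deg C. Lysed; phospho-Akt Ser473 by HTRF after 24 h, 665/615 ratio.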
ATXN viability: viability counter-screen for ATXN expression inhibitors; 400,000 tested, 0.49% active; S2 cells (HEK-293 line with an ATXN2-luciferase reporter) viability, CellTiter-Fluor protease fluorescence, 24 h; Potency, µM (titrated, usually from 56.7 µM), most hits filed as cytotoxic; note: potency is the fitted concentration of half-maximal effect; nearly all actives have a fitted effect of over 40% in size
Nrf2 activator: Nrf2 pathway activation. AREc32 ARE-luciferase reporter (MCF7-derived line), luminescence, 24 h. Potency, µM (series often up to 46.1 µM), for inactives: top-dose activation, actives largely listed as activators. 410,000 tested, 0.31% active; note: potency is the fitted concentration of half-maximal effect; % of control where 0% means no effect; nearly all actives have a fitted effect of over 65% in size
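For detection, Steady-Glo was added and plates sat 30 min at RT; before that, AREc32_Fluc cells grown overnight in OPTI-MEM/5% FBS had been treated with 23 nL compound for 24 hr at 37 deg C.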
Nrf2 inh: inhibitors of Nrf2 signaling. A549 ARE-Fluc reporter, luciferase luminescence, 18-24 h. Potency, µM (top dose mostly 46 µM), for inactives: at the highest dose activity change, negative = inhibition, most hits filed as inhibitors. 360,000 tested, 2.1% active; note: potency is the fitted concentration of half-maximal effect; % is set by controls: 0 for no effect and ±100 for the full control effect; nearly all actives have a fitted effect of over 60% in size
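Two sequential reads on A549 ARE_Fluc cells exposed to compound for 18-24 h: a CellTiter-Fluor fluorescence read for viability, then a luciferase luminescence read for Nrf2/ARE activity.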
HepG2 viability: kills HepG2 cells in TGF-b inhibitor counter-screen | HepG2 CAGA-GFP viability, ATP luminescence, 18 h | Potency, µM (top dose mostly 46.1 µM), inactives show top-dose activity change, negative = cytotoxicity, hits mostly cytotoxic | 410,000 tested, 0.76% active | AID 588856; note: potency is the fitted concentration of half-maximal effect; some results filed as inactive show a strong effect at the top dose
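HepG2 CAGA-GFP cells (1000/well, DMEM with 1% FBS) received compound, then TGF-beta at 500 pg/mL final, and were incubated 18 hours at 37 degrees C. Viability was read by CellTiter-Glo luminescence. Media-only wells were set as complete cell-killing and DMSO as no toxicity.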
Numbers without * were called inactive; i = inactive; u = inconclusive; x = not tested or not shown; [ ] = remark or other dose. Unless noted, calls come from the whole dose curve; as a rule, active = well fitted curve in the direction sought with a large enough effect; inconclusive = small, poorly fitted or top-dose-only effect, or another doubt; inactive = no such curve, though single readings can be large; an effect the other way counts as inactive or inconclusive.

SMILES | Mm-Cpn inhibitor | CCT chaperon mod | TGFb SMAD3 inh | A549 viability | pAkt inh | ATXN viability | Nrf2 activator | Nrf2 inh | HepG2 viability
COc1ccc(CCNC(=O)CCCCn2c(=O)c3ccccc3n(Cc3ccccc3Cl)c2=O)cc1OC | x | x | 1% | -10% | x | i | 0.0% | 0% | -1%
O=C(C1CCN(S(=O)(=O)c2ccccc2)CC1)N1CCC1 | -4% | 0.0 | 13% | -2% | i | i | -0.7% | -19% | 8%
COc1ccccc1/C=C/C(=O)Nc1cccc(S(=O)(=O)NC2=NCCCCC2)c1 | 1% | 1.9 | -26% | -1% | i | u | 2.1% | u | -4%
CCCCOc1ccc(C(=O)NCC(=O)N2CCN(C/C=C/c3ccccc3)CC2)cc1 | x | 2.8 | 5% | x | i | u | 2.1% | x | -26%
Cc1cccc(NC(=O)c2cc(=O)n(Cc3ccccc3)c(=O)[nH]2)c1 | 2% | -0.5 | 17% | -6% | i | i | 0.1% | -1% | 1%
CC(C)(C)c1[nH]c2ccccc2c1/C=N/O | 2% | -2.0 | -8% | 29% | i | i | -0.1% | u | -9%
Cc1ccc(-c2nn(-c3ccccc3)cc2/C=N/NC(=O)c2ccc3c(c2)OCO3)cc1 | 0% | -1.3 | -1% | -2% | i | i | 3.5% | 13% | -12%
CCc1ccccc1NC(=O)CN(C)C(=O)COC(=O)c1ccco1 | 2% | 1.4 | -1% | 5% | i | i | -0.7% | -4% | 3%
c1ccc(CN2CCN(C3CCCSc4ccccc43)CC2)cc1 (configuration not stated) | x | -2.1 | -4% | -5% | i | i | 1.6% | 3% | -38%
Cn1cnc2c1c(=O)n(Cc1ccccc1C#N)c(=O)n2C | 0% | 0.9 | 0% | 3% | i | i | 0.4% | 10% | -5%
COc1ccccc1/C=C/C=C1N=C(/C=C/c2ccc(Cl)cc2)OC/1=O | -1% | -3.0 | -8% | -12% | i | u | -0.4% | 15% | 1%
Cc1ccc(C)c(C(C)NC(=O)c2ccc(Br)o2)c1 (configuration not stated) | -4% | -2.2 | 2% | u | i | i | -0.6% | -7% | -2%
Cc1cc(Br)ccc1NC(=O)c1cnc(N2CCN(c3ccccn3)CC2)c2ccccc12 | u | -9.7 | 3% | u | i | i | 3.7% | 12µM* | 0%
CCOC1(OCC)N=C(N)C2(C#N)C(c3ccc(NC(C)=O)cc3)C12C#N (configuration not stated) | -5% | 1.4 | -8% | -1% | i | i | 1.9% | 8% | -77%
CCOC(=O)CSc1n[nH]c(NC(=O)c2cccc(C(F)(F)F)c2)n1 | 0% | -2.1 | 1% | -2% | i | i | -0.6% | x | -8%
Cc1ccc(C(=O)CSc2nc3c([nH]2)c(=O)n(C)c(=O)n3C)cc1 | -2% | -1.7 | -3% | 7% | i | i | -0.4% | 6% | -2%
CCn1c(O)c(/C=N/n2cnnc2)sc1=S | -3% | 0.1 | 3% | u | i | i | 4.8% | -14% | -11%
COc1ccc(NC(=O)c2c(N)cnn2C)cc1 | 0% | -0.3 | 4% | 1% | i | i | -0.3%[9.22 µM] | 12% | -6%
Cc1cc(Cc2ccc(N)c(C)c2)ccc1N | -3% | -2.2 | -3% | 0% | i | i | 0.9% | 3% | -11%
CC(=O)c1cccc(NC(=O)COC(=O)[C@@H](NC(=O)OCc2ccccc2)C(C)C)c1 | 0% | 1.4 | 0% | -2% | i | i | -0.8% | 6% | 9%
COc1ccccc1C(=O)Nc1ccc2c(c1)nc(CCNC(=O)c1ccccc1)n2C | -1% | 2.3 | -9% | -5% | i | i | -0.1% | u | 6%
CC(C)(C)c1nn(-c2ccccc2)c2[nH]c(=O)c(C=O)cc12 | 1% | 0.1 | -25% | 3% | i | i | 0.6% | 4% | 1%
CC(NC(=O)c1ccc(S(=O)(=O)N(C)C)cc1)c1ccccc1 (configuration not stated) | -4% | 0.7 | -1% | 13% | -90%* | i | 0.0% | u | -23%
Cc1ccc(-n2nc(CO)c(C(=O)NC(C)CCCc3ccccc3)n2)cc1C (configuration not stated) | x | x | -17% | 5% | x | x | 0.2% | -7% | -26%
CN(C)c1ccc2c(c1)Sc1cc(N(C)C)ccc1N2C(=O)c1ccccc1 | 1% | -0.7 | -5% | 0% | i | i | -0.2% | -27% | -11%

Among those listed so far, five have an aryl methoxy group.
SMILES | Mm-Cpn inhibitor | CCT chaperon mod | TGFb SMAD3 inh | A549 viability | pAkt inh | ATXN viability | Nrf2 activator | Nrf2 inh | HepG2 viability
COc1ccc(CCNC(=O)CCCCn2c(=O)c3ccccc3n(Cc3ccccc3Cl)c2=O)cc1OC | x | x | 1% | -10% | x | i | 0.0% | 0% | -1%
COc1ccccc1/C=C/C(=O)Nc1cccc(S(=O)(=O)NC2=NCCCCC2)c1 | 1% | 1.9 | -26% | -1% | i | u | 2.1% | u | -4%
COc1ccccc1/C=C/C=C1N=C(/C=C/c2ccc(Cl)cc2)OC/1=O | -1% | -3.0 | -8% | -12% | i | u | -0.4% | 15% | 1%
COc1ccc(NC(=O)c2c(N)cnn2C)cc1 | 0% | -0.3 | 4% | 1% | i | i | -0.3%[9.22 µM] | 12% | -6%
COc1ccccc1C(=O)Nc1ccc2c(c1)nc(CCNC(=O)c1ccccc1)n2C | -1% | 2.3 | -9% | -5% | i | i | -0.1% | u | 6%

More results follow.
SMILES | Mm-Cpn inhibitor | CCT chaperon mod | TGFb SMAD3 inh | A549 viability | pAkt inh | ATXN viability | Nrf2 activator | Nrf2 inh | HepG2 viability
CC[C@]12c3[nH]c4cc(CCC(=O)N(C)C)ccc4c3CCN1C(=O)[C@@H](CC(=O)NC/C=C(\C)CCC=C(C)C)C[C@@H]2C(=O)N1CCN(C(=O)C2CC2)CC1 | -3% | -0.9 | u | -13% | i | u | 7.5% | -27% | -17%
COCc1nn2cc(-c3ccc(C)cc3)nc2s1 | x | x | u | 0% | x | i | -1.6% | u | -28%
O=C(CN1CCN(c2ccccn2)CC1)Nc1cccc(F)c1 | -2% | -0.5 | 5% | 0% | i | u | -0.4% | 2% | 9%
O=C(c1cc(=O)c2ccccc2o1)N1CCN(c2ccccc2)CC1 | 2% | -1.9 | 1% | -3% | i | i | u | -5% | -9%
COc1cccc2cc(C(=O)Nc3cc(C)cc(C)c3)/c(=N/NS(=O)(=O)c3ccccc3)oc12 | 1% | 0.1 | 4% | -3% | i | i | -0.3% | 0% | 8%
CC(Sc1nccn1C)C(=O)NC1(C#N)CCCCC1 (configuration not stated) | 1% | -0.5 | 15% | 8% | i | i | -0.2% | 7% | 15%
Cc1cc(Oc2ccc(C(C)(C)C)cc2)nc(N2CCOCC2)n1 | -3% | -1.3 | u | -5% | i | i | 0.5% | x | -2%
C[C@H](O)[C@@H]1CN2CCc3c([nH]c4ccccc34)[C@@H]2C[C@@H]1N(C)C(=O)NC1CCCCC1 | x | 0.9 | 2% | x | i | i | 13% | x | -36%
Cc1cc(NC(=O)COC(=O)C2=NN(c3ccccc3)C(=O)CC2)c([N+](=O)[O-])cc1C | 0% | 2.0 | -2% | 2% | i | i | -0.8% | 2% | 4%
COc1ccc(NC2CCCN(C(=O)COc3ccc(C(C)=O)cc3)C2)cc1 (configuration not stated) | x | 0.5 | -12% | x | i | i | -0.1% | x | -2%
O=C(CN1CCc2ccccc2C1)Nc1ccccc1F | 0% | -0.8 | 2% | 11% | i | i | 0.3% | -4% | -7%
Cc1ccc(NC(=O)COC(=O)c2ccccc2F)cc1S(=O)(=O)N1CCCCC1 | -4% | -1.1 | 0% | 0% | i | i | -0.5% | 0% | 6%
Cc1cccc2sc(NC(=O)[C@H](C)N3C(=O)C4CC=CCC4C3=O)nc12 (some centres not stated) | 1% | 0.6 | 0% | 1% | i | i | 2.4% | 0% | -10%
O=C1c2cccnc2C(O)N1Cc1cccs1 (configuration not stated) | -2% | -0.4 | 1% | -4% | i | i | 3.0% | 11% | 0%
Oc1ccc(Br)cc1/C=N/N1CCN(Cc2ccccc2)CC1 | 1% | -0.2 | 0% | -1% | i | i | 4.3% | x | -25%
CCOC(=O)Cc1csc(NC(=O)CCN2C(=O)c3ccccc3C2=O)n1 | -10% | -2.1 | -3% | 18% | i | i | 1.2% | 13% | 1%
Cc1cc2c(c(C)nn2-c2ccccc2)c(=O)o1 | 0% | 1.2 | 22% | 1% | i | i | 2.8% | 0% | -6%
CC(C)(C)c1ccc(C2C3=C(CCCC3=O)NC3=C2C(=O)c2ccccc23)cc1 (configuration not stated) | 1% | 0.6 | u | -25% | i | u | 0.2% | u | -32%
COc1ccc(C(=O)CSc2nc(C)cc(=O)[nH]2)cc1 | 0% | -0.1 | -19% | -3% | i | i | 3.9% | 2% | -5%
COC(=O)c1ccc2cc(OC)cc([N+](=O)[O-])c2n1 | x | 1.0 | -29% | 1% | i | i | 29% | -7% | -33%
COc1ccc(NC(=O)Nc2cccc(C(=O)N3CCOCC3)c2)cc1OC | 0% | 1.1 | 28% | 0% | i | i | 0.2% | -1% | -26%

Fetched by compound from the list above (three):
SMILES | Mm-Cpn inhibitor | CCT chaperon mod | TGFb SMAD3 inh | A549 viability | pAkt inh | ATXN viability | Nrf2 activator | Nrf2 inh | HepG2 viability
CC(Sc1nccn1C)C(=O)NC1(C#N)CCCCC1 (configuration not stated) | 1% | -0.5 | 15% | 8% | i | i | -0.2% | 7% | 15%
COc1ccc(C(=O)CSc2nc(C)cc(=O)[nH]2)cc1 | 0% | -0.1 | -19% | -3% | i | i | 3.9% | 2% | -5%
Cc1cc2c(c(C)nn2-c2ccccc2)c(=O)o1 | 0% | 1.2 | 22% | 1% | i | i | 2.8% | 0% | -6%
